Source: PubChem
LmPK inhibitor: blocks Leishmania mexicana pyruvate kinase activity; Q27686; AID 1721; purified LmPK, Kinase-Glo ATP luminescence, 1 h; Potency, µM (titrated, usually from 57.5 µM), for inactives: at the highest dose activity change, negative = inhibition, usual class: inhibitors; 290,000 tested, 0.37% active; note: potency is the fitted concentration of half-maximal effect
Target sequence (Q27686 whole entry, looked up): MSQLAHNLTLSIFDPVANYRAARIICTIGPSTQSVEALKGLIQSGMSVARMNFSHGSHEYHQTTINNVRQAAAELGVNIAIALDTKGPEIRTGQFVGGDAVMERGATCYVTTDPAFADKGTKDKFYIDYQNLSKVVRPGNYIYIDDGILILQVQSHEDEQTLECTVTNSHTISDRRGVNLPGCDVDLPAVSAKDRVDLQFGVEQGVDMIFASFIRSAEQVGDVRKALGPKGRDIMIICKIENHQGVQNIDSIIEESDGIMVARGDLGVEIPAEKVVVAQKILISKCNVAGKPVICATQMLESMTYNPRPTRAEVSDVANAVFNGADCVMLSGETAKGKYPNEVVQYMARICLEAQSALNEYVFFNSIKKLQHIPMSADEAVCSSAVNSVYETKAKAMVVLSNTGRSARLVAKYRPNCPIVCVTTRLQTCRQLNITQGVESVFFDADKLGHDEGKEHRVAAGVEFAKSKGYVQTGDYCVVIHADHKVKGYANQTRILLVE
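ATP generated from ADP (0.1 mM) and PEP (0.5 mM) by 0.1 nM LmPK over 1 h at room temperature (pH 7.2 imidazole buffer) was detected by coupled luciferase luminescence. Values were normalized to uninhibited and no-enzyme wells.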
AmpC no deterg: inhibitors of E. coli AmpC beta-lactamase without detergent; P00811; AmpC nitrocefin hydrolysis, absorbance 480 nm, 0.0001% Triton; Potency, µM (highest dose often 57.1 µM), without a hit: top-dose activity change, negative = inhibition, usual class: inhibitors; 330,000 tested, 0.52% active; AID 485341;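 note: potency is the fitted concentration of half-maximal effect; plate controls were no compound for no effect and no enzyme for full effect; nearly all actives have a fitted effect of over 20% in size; some results filed as inactive show a strong effect at the top dose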
Target sequence (P00811 whole entry, looked up): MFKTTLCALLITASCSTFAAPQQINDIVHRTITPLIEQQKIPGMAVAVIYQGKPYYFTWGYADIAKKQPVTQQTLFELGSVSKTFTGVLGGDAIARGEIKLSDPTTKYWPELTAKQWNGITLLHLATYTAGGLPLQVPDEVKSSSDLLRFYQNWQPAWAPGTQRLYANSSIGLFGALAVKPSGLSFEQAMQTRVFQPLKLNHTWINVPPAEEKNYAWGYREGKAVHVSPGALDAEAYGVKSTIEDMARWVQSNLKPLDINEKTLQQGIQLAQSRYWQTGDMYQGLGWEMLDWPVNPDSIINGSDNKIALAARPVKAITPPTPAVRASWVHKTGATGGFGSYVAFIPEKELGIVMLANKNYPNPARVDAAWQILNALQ
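AmpC (5.3 nM in the dispensed reagent) in 20 mM phosphate pH 7.0 with 0.01% (detergent screen) or 0.0001% Triton X-100 was preincubated with compounds for 15 min at room temperature. Nitrocefin was then added from an 800 uM solution, and hydrolysis was followed at 480 nm.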
Tb PYK inh: T. brucei pyruvate kinase inhibition | Q57TT1 | TbPYK enzyme, Kinase-Glo Plus ATP luminescence, 45 min | Potency, µM (titrated, usually from 76.8 µM), for the others: at the top dose activity, negative = inhibition, usual class: inhibitors | 410,000 tested, 0.12% active | AID 624173; note: potency is the fitted concentration of half-maximal effect; nearly all actives have a fitted effect of over 50% in size
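Activity of T. brucei pyruvate kinase was followed by Kinase-Glo Plus luminescence after the enzyme reacted 45 min at room temperature with 130 uM ADP (final) and substrate. Test compounds were added before ADP at multiple concentrations.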
AmpC detergent: AmpC beta-lactamase inhibition with detergent present. P00811. AmpC hydrolysis of nitrocefin, absorbance 480 nm, 0.01% Triton. Potency, µM (titrated, usually from 114 µM), without a hit: at the highest dose activity change, negative = inhibition, hits mostly inhibitors. 370,000 tested, 0.041% active;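 note: potency is the fitted concentration of half-maximal effect; 0% = no-compound wells and -100% = no-enzyme wells; nearly all actives have a fitted effect of over 25% in size; some results filed as inactive show a strong effect at the top dose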
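AmpC (5.3 nM in the dispensed reagent) in 20 mM phosphate pH 7.0 with 0.01% (detergent screen) or 0.0001% Triton X-100 was preincubated with compounds for 15 min at room temperature. Nitrocefin was then added from an 800 uM solution, and hydrolysis was followed at 480 nm.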
HCMV inh: human cytomegalovirus inhibition | HFF cells, HCMV-luciferase reporter, 72 h; active compounds read low | activity change, negative = inhibition, % at 57.5 µM | 410,000 tested, 4.5% active; in the data active = activity change below about -60%; inconclusive = no clear call, values can overlap the other calls; inactive = above about -39%
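Inhibition of viral replication was scored as loss of reporter luminescence in HFFs infected with HCMV-luciferase (MOI 1 PFU/cell) for 72 h; compounds tested at 2 doses, normalized to buffer and Salinomycin controls.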
Sm TGR block: inhibitors of Schistosoma mansoni thioredoxin glutathione reductase; Q962Y6; purified TGR, DTNB reduction, TNB absorbance 405 nm; Potency, µM (doses to about 114 µM), for inactives: at the top dose activity change, negative = inhibition, actives largely listed as inhibitors; 360,000 tested, 3% active; note: potency is the fitted concentration of half-maximal effect; nearly all actives have a fitted effect of over 60% in size
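TGR 20 nM + NADPH 100 uM (dispensed conc.), cpd preinc 15 min RT; start with NADPH (500 uM addition) then DTNB (15 mM addition). Kinetic TNB absorbance, 405 nm filter. Four-parameter Hill fit across titration.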
AMA1 RON2 block: inhibitors of Plasmodium falciparum AMA1-RON2 interaction. AlphaScreen AMA1-biotinylated RON2 peptide binding. Potency, µM (top dose mostly 58.2 µM), inactives show at the top dose activity change, negative = inhibition, actives largely listed as inhibitors. 360,000 tested, 0.2% active. AID 720542;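 note: potency is the fitted concentration of half-maximal effect; 0% = vehicle wells and -100% = peptide control; nearly all actives have a fitted effect of over 45% in size; some results filed as inactive show a strong effect at the top dose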
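AMA1 (3D7) with his tag at 25 nM final met compounds first, then biotinylated RON2 peptide at 25 nM; detection used donor plus acceptor beads, 10 µg/mL apiece, read by AlphaScreen after 30 min at room temperature.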
An asterisk follows results filed as active; ? = inconclusive; . = no result given; [ ] = remark or other dose. Unless noted, calls come from the whole dose curve; as a rule, active = well fitted curve in the direction sought with a large enough effect; inconclusive = small, poorly fitted or top-dose-only effect, or another doubt; inactive = no such curve, though single readings can be large; an effect the other way counts as inactive or inconclusive. Unless noted, % is set by controls: 0 for no effect and ±100 for the full control effect.

SMILES | LmPK inhibitor | AmpC no deterg | Tb PYK inh | AmpC detergent | HCMV inh | Sm TGR block | AMA1 RON2 block
Cc1cc(Nc2cccc(C(F)(F)F)c2)n2nc(C)nc2n1 | -4% | -6% | -9% | 3% | 18 | 2% | 22%
CCc1ccc(Nc2oc(C)cc(=O)c2C(C)=O)cc1 | 5% | -18% | 0% | 2% | -20 | 0% | 0%
Cc1c(Br)cc(C(=O)NCc2ccco2)c(C)c1C | 2% | -20% | -12% | ? | -16 | 35µM* | -6%
O=C(CSc1nnc2ccc(-c3cccnc3)nn12)Nc1ccccc1F | . | -23% | 1% | -1% | -7 | -5% | 13%
O=C(COC(=O)[C@H](Cc1ccccc1)NC(=O)c1cccs1)NC1CCCCC1 | 6% | -4% | -5% | 2% | -33 | -2% | -6%
COc1ccc2[nH]c(=O)c(CN(CCO)S(=O)(=O)c3ccc4c(c3)OCCO4)cc2c1 | 7% | -9% | 0% | ? | 22 | -20% | 3%
COc1ccccc1NC(=O)CSc1n[nH]c(Cc2ccccc2)n1 | -6% | 6% | -11% | 3% | -20 | -10% | -11%
COc1ccc2c(=O)c(-c3ccccc3C)c(C)oc2c1 | -2% | -16% | 1% | -8% | ? | 4% | -8%
CCn1c(SC(C)C(=O)Nc2ccc3c(c2)OCCO3)nnc1C1CC1 (stereo not given) | . | -19% | 11% | 1% | -16 | -1% | 10%
COc1ccc([N+](=O)[O-])cc1NC(=O)COC(=O)C=C(C)C | 4% | -24% | -3% | -4% | ? | 7% | -3%
CC1(C)Cc2c(sc(NC(=O)c3ccc(Br)o3)c2C#N)CO1 | -2% | -15% | -8% | -10% | 99 | 0% | -1%
Cc1cccc(C)c1NC(=S)N(CCc1ccncc1)C(C)C | 0% | -2% | -4% | 1% | -7 | 3% | -5%
Cc1nn(-c2ccccc2)c(C)c1NC(=O)COc1ccc(Br)cc1Cl | 0% | 90%[activator] | -8% | -9% | ? | 0% | -14%
O=C(N/C(=C\c1ccco1)C(=O)N1CCOCC1)c1ccco1 | -1% | 3% | 0% | 2% | -2 | -30% | -10%
Cc1cc(C)c2cc(CN(CC3CCCO3)S(=O)(=O)c3ccc4c(c3)OCCO4)c(=O)[nH]c2c1 (stereo not given) | 3% | 12% | -9% | -14% | 1 | -15% | 8%
COc1ccccc1CNCc1cccs1 | -5% | -10% | -8% | -7% | -23 | -21% | 11%
CCOC(=O)C1CCCN(C(=O)CSc2nnc3nc(C)cc(C)n23)C1 (stereo not given) | . | 122%[activator] | 4% | . | -32 | . | -11%
CCOC(=O)C1(CCOc2ccccc2)CCN(Cc2cnc(SC)nc2)CC1 | -6% | 3% | 2% | 0% | -3 | 2% | ?
CN1CCN(S(=O)(=O)c2csc(C(N)=O)c2)CC1 | 1% | -15% | 1% | 3% | 9 | -7% | 8%
O=C(CCc1nnc2ccc(NCc3ccccc3Cl)nn12)NCC1CCN(C2CCCC2)C1 (stereo not given) | 2% | 103%[activator] | -1% | -2% | ? | -27% | 0%
CCOc1ccc(S(=O)(=O)c2cn(Cc3ccccc3C)c3ccc(OC)cc3c2=O)cc1 | . | . | 3% | 7% | -7 | 1% | .
O=C(O)c1ccc2c(=O)n(-c3ccccc3F)c(=S)[nH]c2c1 | 1% | -39% | -13% | ? | -10 | -13% | 16%
Cc1ccc(Nc2nc(N)nc(CSc3nnc(C)s3)n2)cc1 | -4% | -7% | 2% | -3% | 72 | -1% | -7%
CCN(CC(=O)N(CC(C)C)c1c(N)n(CC(C)C)c(=O)[nH]c1=O)Cc1nc2ccccc2c(=O)[nH]1 | 2% | 45% | 7% | 8% | -10 | 7% | 102%[activator]
Cc1ccc(C(C)C)c(OCCCN(C)Cc2ccccc2)c1 | 0% | 75%[activator] | -4% | -7% | -27 | -14% | -21%
CC(C)Oc1nnnn1-c1ccccc1 | -5% | 22% | -14% | -12% | ? | -1% | -6%
COc1cccc(/C=C/C(=C2\C(=O)N(c3ccccc3)N=C2C)c2ccc(Br)cc2)c1OC | . | . | 6% | . | 6 | . | -1%
O=S(=O)(NCc1ccncc1)c1ccc(Br)s1 | 1% | -21% | 0% | ? | -61* | -2% | -8%
CCOC(=O)Cc1nnc(NC(=O)CSc2nc3ccccc3[nH]2)s1 | 2% | -37% | -2% | 4% | -22 | 0% | 4%
Cc1ccc(-c2noc(CCC(=O)NC3CCCc4ccccc43)n2)cc1 (stereo not given) | 1% | 18% | -3% | -9% | -28 | 3% | 4%
Cc1ccc(C(=O)NCc2ccco2)c(C)c1 | 2% | -2% | -3% | -11% | 119 | ? | -1%
COc1cccc(NC(=O)C(=O)NCCC2CCCCN2S(=O)(=O)c2cccs2)c1 (stereo not given) | . | -22% | 2% | ? | . | -7% | -1%
COc1ccccc1CNC(=O)CCN1C(=O)COc2ccc(C)cc21 | -2% | -2% | 8% | -2% | -13 | 3% | 0%
CC1CCCCN1Cc1nc2c(c(=O)n(C)c(=O)n2C)n1CCc1ccccc1 (stereo not given) | 8% | -6% | 1% | -11% | -67* | -2% | -5%
Nc1ccc(S(=O)(=O)Nc2ccc(Cl)nn2)cc1 | 5% | -19% | -8% | 2% | -32 | 0% | 7%
CC(=O)Nc1ccc(OCC(O)CN2CCN(c3ccc(Cl)cc3)CC2)cc1 (stereo not given) | 5% | 31% | 2% | 7% | -17 | -2% | 15%
Cc1ccc(-n2c(SCC(N)=O)nc(O)cc2=O)cc1 | -4% | -22% | -9% | -14% | ? | -1% | 14%
CCCC#CCN1CCN(C23CC4CC(CC(C4)C2)C3)CC1 | -2% | -15% | 0% | -1% | ? | 9% | -8%
Cc1cc(-c2ccc(C)c(S(=O)(=O)Nc3ccccc3C(F)(F)F)c2)on1 | . | . | 6% | -10% | -13 | -7% | .
OCCCn1c(C2CCCN2c2nc(-c3ccc(Cl)cc3)cs2)nc2cc(Cl)c(Cl)cc21 (stereo not given) | . | . | -6% | . | 0 | . | 80%[activator]

Entries of single compounds from above. Order of values: LmPK inhibitor | AmpC no deterg | Tb PYK inh | AmpC detergent | HCMV inh | Sm TGR block | AMA1 RON2 block
Cc1cc(-c2ccc(C)c(S(=O)(=O)Nc3ccccc3C(F)(F)F)c2)on1 reads . | . | 6% | -10% | -13 | -7% | .
Cc1ccc(C(C)C)c(OCCCN(C)Cc2ccccc2)c1 reads 0% | 75%[activator] | -4% | -7% | -27 | -14% | -21%

4 compounds already listed, sorted by length of the SMILES, lowest first:
SMILES | LmPK inhibitor | AmpC no deterg | Tb PYK inh | AmpC detergent | HCMV inh | Sm TGR block | AMA1 RON2 block
CC(C)Oc1nnnn1-c1ccccc1 | -5% | 22% | -14% | -12% | ? | -1% | -6%
CC1CCCCN1Cc1nc2c(c(=O)n(C)c(=O)n2C)n1CCc1ccccc1 (stereo not given) | 8% | -6% | 1% | -11% | -67* | -2% | -5%
Cc1cc(-c2ccc(C)c(S(=O)(=O)Nc3ccccc3C(F)(F)F)c2)on1 | . | . | 6% | -10% | -13 | -7% | .
CCN(CC(=O)N(CC(C)C)c1c(N)n(CC(C)C)c(=O)[nH]c1=O)Cc1nc2ccccc2c(=O)[nH]1 | 2% | 45% | 7% | 8% | -10 | 7% | 102%[activator]

Next part:
SMILES | LmPK inhibitor | AmpC no deterg | Tb PYK inh | AmpC detergent | HCMV inh | Sm TGR block | AMA1 RON2 block
CC(C)c1ccc(NC2CCCN(C(=O)c3cccs3)C2)cc1 (stereo not given) | 5% | 39% | -15% | 1% | ? | 3% | -9%
CCOC(=O)c1cc2sccc2n1CC(=O)Nc1ccc2c(c1)OCCO2 | 0% | -51% | -22% | -10% | 14 | -12% | -23%
Cc1c(Cl)cccc1NC(=O)NC1CCCCC1 | 3% | -6% | -3% | ? | -5 | 2% | 11%
C=CCCC(=O)NC1CC(C)(C)Cc2c1cnn2-c1cccc(F)c1 (stereo not given) | -3% | 9% | -1% | -14% | -2 | 4% | -3%
CC(=O)NCc1nnc2c3ccccc3c(-c3ccccc3)nn12 | -3% | -2%[2.29 µM] | 0% | -8% | 21 | 10% | 0%
O=C(NCCc1ccccn1)c1ccc(NS(=O)(=O)c2ccc(F)cc2)cc1 | -5%[11.5 µM] | -23% | 1% | 11% | -40 | 8% | 7%
O=C(c1cccnc1)N1CCN(S(=O)(=O)c2cccc(Cl)c2)CC1 | -10% | -10% | -8% | ? | 26 | 0% | -1%
Cc1cccc(NC(=O)c2ccc(C)c(S(=O)(=O)N3CCOCC3)c2)n1 | . | . | -3% | . | 22 | . | 15%
CC(C)CC(=O)Nc1nnc(SCC(=O)NC2CCCCC2)s1 | -5% | -2% | -2% | -1% | 17 | 0% | -5%
C=CCSc1nc(C)cc2c1C(=O)OC2 | 10% | -16% | 1% | 2% | 9 | -23% | 19%
CC1(C)CC(NC(=O)C(=O)NCCc2ccc(Cl)cc2)CC(C)(C)N1 | 0% | -3% | 1% | 2% | -28 | -2% | -18%
O=C(NC1CCCCC1)c1cc2c(cc1Cl)N1CCCCCC1=NS2(=O)=O | . | -9% | -1% | ? | -97* | -1% | 27%
COc1ccc(C)cc1NC(=O)c1cc(S(=O)(=O)N2CCC(C)CC2)ccc1F | . | . | -1% | 2% | -24 | 2% | .
C/C(N)=C(/C#N)C(=O)COC(=O)c1ccc(C)c(S(=O)(=O)N2CCCCC2)c1 | 9% | 35% | 1% | 13% | 20 | 6% | -10%
Cc1cccc(NC(=O)Nc2ccccc2[N+](=O)[O-])n1 | 0% | -29% | 0% | 2% | 2 | 2% | -5%
Cc1cc(C)n2nc(C(=O)N3CCCC(Nc4ccc(F)c(F)c4)C3)cc2n1 (stereo not given) | -8% | 14% | -5% | 3% | ? | 0% | 9%
Cc1cccc(NC(=O)c2cc(NC(=O)c3ccco3)ccc2N2CCCCC2)c1 | -3% | -29% | -5% | -9% | ? | 0% | 0%
COc1ccc(NC(=O)COC(=O)c2ccc(NS(=O)(=O)/C=C/c3ccccc3)cc2)cc1 | 2% | -9% | 4% | -9% | 63 | 2% | -16%
CC1(C(=O)NS(=O)(=O)c2ccccc2)CCN1C(=O)C1CCCCC1 (stereo not given) | . | . | 1% | . | 20 | . | -2%
CCOc1cccc(C(=O)N/N=C/c2coc3ccccc3c2=O)c1 | -10% | -14% | -9% | -14% | 7 | -31% | 115%[activator]
COc1ccc(C(CC(=O)c2ccccc2)C2CCCCC2=O)cc1 (stereo not given) | 3% | -10% | 12% | 3% | -26 | -10% | -9%
CCc1ccc(/C=C2\SC(=S)N(CCC(=O)NC3=NCCS3)C2=O)cc1 | 0% | -23% | . | -3% | ? | 8% | .
